Pf Dd2 inh: inhibitors of Plasmodium falciparum Dd2 growth; P. falciparum Dd2 growth, SYBR Green, 72 h; active compounds read low; activity change, % at 10 µM; actives 2.3% (n = 94,000); AID 1159554; in the data active = activity change below about -80%; inconclusive = no clear call, values can overlap the other calls
GASC1 inh: blocks human GASC-1 (KDM4C) demethylase activity; inhibition, % at 12.5 µM; AID 720574; actives 0.15% (n = 96,000); Q9H3R0; GST-KDM4C 2-372, H3K9me3 peptide, LANCE TR-FRET;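 active = mean replicate inhibition above about 25%, with at least 55% of replicates also reaching it, limit read from the data, passing the limit was not always enough; inconclusive = only one of those two conditions met; inactive = neither condition met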
Target sequence (Q9H3R0 2-372 limits assumed): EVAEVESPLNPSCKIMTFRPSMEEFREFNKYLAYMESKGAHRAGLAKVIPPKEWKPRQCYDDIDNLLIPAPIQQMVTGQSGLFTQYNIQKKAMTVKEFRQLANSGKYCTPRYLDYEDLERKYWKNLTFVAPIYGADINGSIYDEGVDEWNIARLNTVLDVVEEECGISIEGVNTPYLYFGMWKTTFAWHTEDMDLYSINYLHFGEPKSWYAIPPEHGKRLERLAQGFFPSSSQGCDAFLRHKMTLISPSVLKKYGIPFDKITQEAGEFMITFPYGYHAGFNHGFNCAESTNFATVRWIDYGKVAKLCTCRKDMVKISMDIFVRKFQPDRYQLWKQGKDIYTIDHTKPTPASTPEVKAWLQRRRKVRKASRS
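Assay system: GST-GASC-1 enzyme fragment 2-372 | Amount: 10 nM enzyme | Medium: HEPES buffer, pH 7.5, plus ascorbate | Reagent: H3K9me3 peptide substrate, Fe(II), 2-oxoglutarate | Doses: Single-point compound screen | Incubation: 30 min demethylation and 1 h detection at room temperature | Measured by: LANCE TR-FRET, excitation 340 nm, emissions 618 and 671 nm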
Tcruzi prolif: T. cruzi proliferation inhibition. T. cruzi beta-gal in NIH3T3, GalScreen luminescence, 90 h. inhibition, % at 8.34 µM. actives 5.9% (n = 77,000);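 active = mean inhibition above about 93%, with at least 55% of replicates each passing it, limit read from the data, passing the limit was not always enough; inconclusive = only one of those two conditions holds; inactive = neither condition holds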
C diff growth: blocks growth of Clostridium difficile; Clostridium difficile clinical isolate growth, OD600, 24 h; active compounds read low; growth activity, negative = inhibition, % at 16 µg/mL (by protocol); actives 0.25% (n = 86,000); AID 1259249;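 active = mean growth activity at or below -80% and every replicate also at or below -80%; inconclusive = mean at or below -80% but some replicate above -80%; inactive = mean growth activity above -80%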;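 also: 0% = DMSO wells and -100% = levofloxacin 16 µg/mL wells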
An asterisk follows results filed as active; ? = inconclusive; nt = no result given. Hits appear at their usual frequency; any-hit rate near 6.7%.

Values run as follows: Pf Dd2 inh | GASC1 inh | Tcruzi prolif | C diff growth
O=C(NC[C@H]1[C@H](c2ccccc2)[C@@H](CO)N1Cc1ccccn1)C1CC1
 : 21 | 3.7 | 34 | 11
O=C(C1CC1)N1[C@H](CO)[C@@H](c2ccccc2)C12CN(CCC(F)(F)F)C2
 : -9 | 1.2 | nt | 3
CCS(=O)(=O)Nc1ccc2c(c1)C(=O)N(C)C[C@@H](OC)[C@@H](C)CN(C)[C@@H](C)CO2
 : 9 | 0.5 | 39 | -1
COc1ccccc1-c1ccc2c(c1)O[C@@H](CN(C)C(=O)c1cccnc1)[C@H](C)CN([C@@H](C)CO)S2(=O)=O
 : -46 | -2.4 | nt | -1
CN(C)C(=O)C[C@H]1CC[C@@H]2[C@@H](COc3ccc(NC(=O)c4cnccn4)cc3C(=O)N2C)O1
 : -10 | 0.6 | -18 | -2
COc1cccc(S(=O)(=O)N(C)C[C@H]2Oc3cc(C4=CCCC4)ccc3S(=O)(=O)N([C@@H](C)CO)C[C@H]2C)c1
 : -4 | -2.2 | 74 | 2
C[C@@H]1CN([C@@H](C)CO)C(=O)c2cc(NS(=O)(=O)c3ccccc3)ccc2O[C@@H](C)CCCCO[C@H]1CN(C)C(=O)Cc1ccccc1
 : -9 | 0.2 | nt | nt
CC(=O)N1CC2(C1)[C@H](c1ccccc1)[C@H](CO)N2Cc1ccccc1F
 : 10 | 1.5 | nt | -1
Cc1ccc(S(=O)(=O)N[C@H]2C=C[C@H](CC(=O)NCc3ccc(Cl)c(Cl)c3)O[C@H]2CO)cc1
 : -3 | -1.3 | 46 | -1
O=C([C@H]1[C@H](CO)[C@H]2Cn3c(cccc3=O)[C@@H]1N2C(=O)c1ccc(F)cc1)N1CCCCC1
 : 4 | -1.2 | -16 | -1
C[C@@H]1CN([C@H](C)CO)S(=O)(=O)c2ccc(C#CC3CC3)cc2O[C@H]1CN(C)Cc1ccccn1
 : -28 | 0.3 | 110* | -8
C[C@@H]1CN([C@@H](C)CO)C(=O)c2cc(-c3cccc(C#N)c3)cnc2O[C@H]1CN(C)C(=O)C1CCCCC1
 : -9 | 0.5 | -23 | -2
C[C@@H]1CN([C@H](C)CO)C(=O)c2cc(Br)cnc2O[C@H]1CN(C)C(=O)NC1CCCC1
 : 22 | -1.2 | -1 | 2
C[C@@H]1CN([C@@H](C)CO)C(=O)c2cc(NC(=O)CCCN(C)C)ccc2O[C@H]1CN(C)C(=O)Nc1ccc2c(c1)OCO2
 : 10 | 3.3 | nt | -1
C[C@H]1CN([C@@H](C)CO)C(=O)c2cccc(NS(=O)(=O)c3ccccc3)c2O[C@@H]1CN(C)Cc1ccc2c(c1)OCO2
 : -11 | -0.4 | 9 | -21

Compounds shown so far with a carbonyl joined to an NH by a bond outside any ring:
Values run as follows: Pf Dd2 inh | GASC1 inh | Tcruzi prolif | C diff growth
O=C(NC[C@H]1[C@H](c2ccccc2)[C@@H](CO)N1Cc1ccccn1)C1CC1
 : 21 | 3.7 | 34 | 11
CN(C)C(=O)C[C@H]1CC[C@@H]2[C@@H](COc3ccc(NC(=O)c4cnccn4)cc3C(=O)N2C)O1
 : -10 | 0.6 | -18 | -2
Cc1ccc(S(=O)(=O)N[C@H]2C=C[C@H](CC(=O)NCc3ccc(Cl)c(Cl)c3)O[C@H]2CO)cc1
 : -3 | -1.3 | 46 | -1
C[C@@H]1CN([C@H](C)CO)C(=O)c2cc(Br)cnc2O[C@H]1CN(C)C(=O)NC1CCCC1
 : 22 | -1.2 | -1 | 2
C[C@@H]1CN([C@@H](C)CO)C(=O)c2cc(NC(=O)CCCN(C)C)ccc2O[C@H]1CN(C)C(=O)Nc1ccc2c(c1)OCO2
 : 10 | 3.3 | nt | -1

Carrying on.
Values run as follows: Pf Dd2 inh | GASC1 inh | Tcruzi prolif | C diff growth
O=C(C1CC1)N1[C@H](CO)[C@@H]2c3ccccc3NC[C@@H]21
 : -1 | 0.3 | -37 | 14
Cc1ccc(S(=O)(=O)N(C)C[C@H]2OCCCC[C@@H](C)Oc3ccc(NS(=O)(=O)c4ccccc4)cc3C(=O)N([C@@H](C)CO)C[C@@H]2C)cc1
 : -46 | -1.4 | ? | 8
O=C(C[C@H]1C=C[C@@H](NC(=O)c2cccnc2)[C@@H](CO)O1)NCc1ccncn1
 : 24 | -0.3 | nt | 0
COc1ccc(S(=O)(=O)Nc2cccc3c2O[C@@H](CN(C)C(=O)Nc2ccc4c(c2)OCO4)[C@H](C)CN([C@H](C)CO)C3=O)cc1
 : 13 | 2.1 | 23 | 2
N#C[C@@H]1[C@H](c2ccccc2-c2ccc(F)cc2)[C@H](CO)N1C(=O)Cc1ccccc1
 : -16 | -0.3 | nt | 28
C[C@@H]1CCCCO[C@H](CN(C)C(=O)C2CCCCC2)[C@H](C)CN([C@@H](C)CO)C(=O)c2cc(NC(=O)C3CCCCC3)ccc2O1
 : -38 | -1.8 | 46 | 1
CO[C@@H]1CN(C)C(=O)c2cc(NC(=O)Nc3ccc(Cl)c(Cl)c3)ccc2OC[C@H](C)NC[C@@H]1C
 : -67 | -3.2 | -42 | -97*
COc1ccc2c3c([nH]c2c1)[C@H](CO)NCC31CN(C(=O)C2CC2)C1
 : -1 | 1.1 | nt | 3
COc1ccc(-c2cnc3c(c2)C(=O)N([C@H](C)CO)C[C@H](C)[C@H](CN(C)C(=O)C2CCOCC2)O3)cc1
 : -3 | 6.2 | -20 | 4
CC(C)NC(=O)N(C)C[C@@H]1Oc2ccc(NC(=O)C3CC3)cc2CC(=O)N([C@H](C)CO)C[C@H]1C
 : 9 | 1.3 | 10 | -4
Cc1noc(C)c1S(=O)(=O)Nc1ccc2c(c1)C(=O)N([C@H](C)CO)C[C@@H](C)[C@@H](CN(C)S(=O)(=O)c1ccccc1)OCCCC[C@H](C)O2
 : -60 | 1.3 | 25 | -8
COc1cccc(S(=O)(=O)Nc2ccc3c(c2)[C@H]2C[C@@H](CC(=O)NCC(F)(F)F)O[C@@H](CO)[C@H]2O3)c1
 : 14 | 0.3 | 6 | 0
C[C@H]1CN([C@@H](C)CO)C(=O)c2cc(-c3ccc(F)cc3)cnc2O[C@H]1CN(C)S(C)(=O)=O
 : 13 | 1.5 | 45 | 4
CN1c2ccc(-c3cccc(C#N)c3)cc2[C@@H]2[C@@H](CCN2C(=O)CC2CC2)[C@H]1CO
 : 8 | -0.1 | 96 | -9
CN(C)C(=O)c1cccc(-c2ccc3c(c2)[C@H]2[C@H](CCN2C(=O)c2cccnc2)[C@H](CO)N3)c1
 : 3 | 1.0 | 77 | 22
C[C@@H]1CN([C@@H](C)CO)C(=O)c2cc(NS(=O)(=O)c3cccs3)ccc2O[C@@H](C)CCCCO[C@H]1CN(C)Cc1ccncc1
 : 7 | 1.8 | 35 | 12
Cc1cc(C(=O)Nc2cccc3c2O[C@H](CN(C)Cc2ccc4c(c2)OCO4)[C@H](C)CN([C@@H](C)CO)C3=O)n(C)n1
 : 4 | -0.2 | -17 | 1
CC(C)C#Cc1cnc2c(c1)C(=O)N([C@H](C)CO)C[C@@H](C)[C@@H](CN(C)Cc1ccccn1)O2
 : 20 | nt | 33 | 0
O=C(Nc1ccccc1F)N1CCCCN2[C@H](C1)[C@@H](c1ccc(-c3cccnc3)cc1)[C@@H]2CO
 : 11 | -1.6 | 71 | -6
CC(=O)Nc1ccc2c(c1)C(=O)N(C)[C@H]1CC[C@H](CC(=O)NCc3ccc4c(c3)OCO4)O[C@@H]1CO2
 : 3 | 1.2 | -1 | 20
C[C@H]1CN([C@@H](C)CO)C(=O)c2cc(/C=C/c3ccccc3)cnc2O[C@H]1CN(C)C(=O)c1cccnc1
 : -2 | 15 | 27 | 1
CCCC(=O)N1C[C@@H]2[C@H](c3ccccc31)[C@H](CO)N2Cc1cocn1
 : -10 | -2.3 | 7 | -5
Cc1noc(C)c1NC(=O)Nc1ccc2c(c1)CC(=O)N([C@@H](C)CO)C[C@@H](C)[C@H](CN(C)C)O2
 : 19 | -0.1 | nt | 1
CCCN(C)C[C@H]1Oc2cc(C#CC3CCCCC3)ccc2S(=O)(=O)N([C@@H](C)CO)C[C@@H]1C
 : -22 | -1.4 | 58 | 18
CCCN1[C@@H]2c3ccc(-c4ccc(F)cc4)c(=O)n3C[C@@H]2[C@@H](CO)[C@@H]1C(=O)OC
 : 8 | 15 | 4 | -1
C[C@H](CO)N1C[C@H](C)[C@H](CN(C)C(=O)Nc2ccc(F)cc2)Oc2ccc(NC(=O)CCC(F)(F)F)cc2C1=O
 : 4 | 1.7 | 23 | 3
CCCNC(=O)N1CC2(C1)CN(C(=O)CC1CC1)[C@H](CO)c1c2c2ccc(OC)cc2n1C
 : 18 | -1.2 | nt | -3
N#C[C@H]1[C@H](c2ccc(-c3cccc(F)c3)cc2)[C@H](CO)N1C(=O)NC1CCCC1
 : 9 | 1.0 | 86 | -3
COc1ccc(C#Cc2ccc3c(c2)O[C@@H](CN(C)C(C)=O)[C@H](C)CN([C@H](C)CO)S3(=O)=O)cc1
 : -46 | -2.4 | 9 | -1
CO[C@@H]1CN(C)C(=O)c2ccc(NS(C)(=O)=O)cc2OC[C@H](C)N(Cc2cncnc2)C[C@H]1C
 : -1 | 0.0 | -22 | nt
CC(=O)N1CC2(C1)[C@H](c1ccc(-c3ccc(C#N)cc3)cc1)[C@H](CO)N2C(C)=O
 : 16 | -0.4 | nt | 3
CNC[C@H]1Oc2cc(C#Cc3ccccn3)ccc2S(=O)(=O)N([C@H](C)CO)C[C@H]1C
 : -22 | 0.6 | 99* | 8
C[C@H]1CN([C@@H](C)CO)C(=O)c2cc(NC(=O)CCCN(C)C)ccc2O[C@H]1CN(C)Cc1ccc(-c2ccccc2)cc1
 : 4 | 1.3 | nt | 4
Cc1noc(C)c1S(=O)(=O)N(C)C[C@H]1OCCCC[C@H](C)Oc2ccc(NC(=O)C3CCCCC3)cc2C(=O)N([C@H](C)CO)C[C@H]1C
 : -59 | 0.7 | 32 | 3
COCC(=O)Nc1ccc2c(c1)C(=O)N(C)[C@H]1CC[C@H](CC(=O)O)O[C@H]1CO2
 : 5 | 0.5 | -6 | 0
O=C(C[C@H]1CC[C@@H]2[C@H](COC[C@H](O)CN2C(=O)c2ccc(F)cc2)O1)N1CCOCC1
 : 7 | -3.5 | -19 | nt
CO[C@H]1CN(C)C(=O)c2cc(NC(=O)c3ccccc3F)ccc2OC[C@H](C)NC[C@H]1C
 : -16 | 1.6 | 80 | nt
CC(C)NC(=O)N[C@H]1CC[C@@H](CCn2cc(-c3ccc(F)cc3)nn2)O[C@@H]1CO
 : 6 | -1.6 | -17 | nt
CC(=O)Nc1ccc2c(c1)C(=O)N(C)[C@H]1CC[C@@H](CC(=O)NCc3ccc(F)cc3)O[C@H]1CO2
 : -11 | 2.0 | 6 | -1
CN(C)CC(=O)Nc1ccc2c(c1)[C@@H]1C[C@H](CC(=O)N3CCOCC3)O[C@H](CO)[C@@H]1O2
 : -19 | 1.1 | -12 | 0
Cc1ccc(S(=O)(=O)N(C)C[C@H]2Oc3ccc(NC(=O)Nc4c(C)noc4C)cc3CC(=O)N([C@H](C)CO)C[C@@H]2C)cc1
 : -1 | 1.9 | 11 | -1
C[C@@H]1CN([C@H](C)CO)C(=O)c2cccc(NS(=O)(=O)c3ccc(F)cc3)c2O[C@@H]1CN(C)Cc1ccncc1
 : 13 | 1.4 | 33 | 0
CNC[C@@H]1Oc2c(NS(=O)(=O)c3ccc(C)cc3)cccc2C(=O)N([C@@H](C)CO)C[C@H]1C
 : 72 | 1.0 | 3 | 0
CO[C@@H]1CN(C)C(=O)c2cc(NC(=O)c3ccc4c(c3)OCO4)ccc2OC[C@H](C)N(CCC(F)(F)F)C[C@H]1C
 : 14 | -2.1 | nt | nt
COc1ccc(S(=O)(=O)Nc2ccc3c(c2)C(=O)N([C@@H](C)CO)C[C@@H](C)[C@@H](CN(C)S(C)(=O)=O)O3)cc1
 : 6 | 0.9 | -2 | 3
COCC#Cc1ccc([C@H]2[C@H](CO)N3CCCCN(Cc4cncnc4)C[C@@H]23)cc1
 : 15 | -1.2 | 115* | -4
O=C(C1CCCC1)N1CC2(C1)[C@H](c1ccccc1)[C@@H](CO)N2C(=O)CC1CC1
 : -29 | -0.7 | nt | 8
O=C(C[C@@H]1C=C[C@@H](NC(=O)c2cccc(F)c2)[C@@H](CO)O1)NCc1ccccc1
 : 24 | -0.1 | 13 | nt
CCS(=O)(=O)Nc1ccc2c(c1)C(=O)N(C)C[C@H](OC)[C@H](C)CN(CCC(F)(F)F)[C@H](C)CO2
 : -5 | 0.5 | ? | nt
CO[C@H]1CN(C)C(=O)c2cc(NC(=O)Nc3ccccc3F)ccc2OC[C@H](C)N(C)C[C@H]1C
 : -3 | -0.6 | -13 | nt

Assay outcomes (PubChem BioAssay)
